# Screens as filed in PubChem BioAssay.
# NALP3 yeast inh: blocks the NALP3 inflammasome reconstituted in yeast; inhibition, % at 10 µM; 330,000 compounds, 0.39% hits; AID 2825; Yeast reconstituted NLRP3/ASC/caspase-1, beta-gal luminescence, 24 h;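 active = inhibition of 50% or more; inactive = inhibition below 50%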;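 also: plate controls were induced DMSO wells for no effect and uninduced yeast grown without galactose for full effect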
# hIAP block: human IAP inhibition | 330,000 compounds, 0.12% hits | inhibition, % at 10 µM | P09923 | purified IAP, CDP-Star luminescence, 30 min;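 active = inhibition reaching a set limit with compound at 10 µM in the primary screen, cut at about 35% in these data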;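 also: plate controls were DMSO wells with enzyme for no effect and no-enzyme buffer wells for full effect; values of inactives mirror those of a sister screen read the other way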
# Target sequence (P09923 whole entry, looked up): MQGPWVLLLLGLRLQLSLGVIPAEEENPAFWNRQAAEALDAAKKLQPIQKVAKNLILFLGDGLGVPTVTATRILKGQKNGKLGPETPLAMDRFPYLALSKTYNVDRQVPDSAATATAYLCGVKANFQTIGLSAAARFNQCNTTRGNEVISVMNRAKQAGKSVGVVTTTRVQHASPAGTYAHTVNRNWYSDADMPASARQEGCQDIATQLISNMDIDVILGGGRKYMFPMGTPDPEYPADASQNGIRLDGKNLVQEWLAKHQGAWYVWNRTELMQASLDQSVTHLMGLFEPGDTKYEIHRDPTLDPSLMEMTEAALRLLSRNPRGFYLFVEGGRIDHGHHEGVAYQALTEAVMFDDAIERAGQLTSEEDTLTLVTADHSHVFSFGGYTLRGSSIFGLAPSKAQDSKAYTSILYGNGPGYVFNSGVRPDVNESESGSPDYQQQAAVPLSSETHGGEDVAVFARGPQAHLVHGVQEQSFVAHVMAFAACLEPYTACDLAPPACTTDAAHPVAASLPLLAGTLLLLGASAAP
# beta cell repl: inducers of beta-cell replication in MIN6 cells | MIN6 cells proliferation, ATPlite luminescence, 48 h; cells starved in 0.2% serum; 100% = growth in 10% serum | proliferation, % at 10 µM | 330,000 compounds, 0.29% hits | AID 2380;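 active = compounds whose signal lies at least 3.5 SD above the mean of all wells on their plate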;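 also: 0% = DMSO-treated cells in low-serum medium and 100% = 10% serum control; some compounds called inactive have numbers as strong as hits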
# mIAP inh: blocks mouse intestinal alkaline phosphatase. purified mouse IAP, CDP-Star luminescence, 30 min. inhibition, % at 10 µM. 330,000 compounds, 0.2% hits. AID 2806;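 active = inhibition of at least 40% at 10 µM in the primary screen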;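 also: plate controls were DMSO with enzyme for no effect and no enzyme wells for full effect; values of inactives mirror those of a sister screen read the other way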
# APOBEC3A inh: inhibitors of human APOBEC3A DNA deaminase; P31941; recombinant A3A, FAM/TAMRA ssDNA deamination fluorescence; inhibition, % at 20 µM; 330,000 compounds, 0.41% hits;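 active = at least 40% inhibition at 20 µM here, with at most 30% in a related deaminase screen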;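 also: plate controls were A3A with DMSO for no effect and wells lacking A3A enzyme for full effect; some results filed as inactive read as strong as hits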
# Target sequence (P31941 whole entry, looked up): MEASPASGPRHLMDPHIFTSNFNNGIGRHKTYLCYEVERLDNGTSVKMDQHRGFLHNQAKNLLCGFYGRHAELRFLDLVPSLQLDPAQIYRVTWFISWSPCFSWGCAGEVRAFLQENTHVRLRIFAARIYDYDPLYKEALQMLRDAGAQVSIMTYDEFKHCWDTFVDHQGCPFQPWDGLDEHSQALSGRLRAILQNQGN
# TIM10 inh: TIM10 yeast growth inhibition | inhibition, % at 10 µM | S. cerevisiae TIM10 strain growth, BacTiter-Glo luminescence, 24 h | 330,000 compounds, 1.4% hits;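 active = inhibition of 40% or more at the single tested concentration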;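 also: wild-type TIM10 isogenic control strain grown at permissive 25 °C; 0% = DMSO yeast wells and 100% = minimal medium wells without yeast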
# A3G deaminase: APOBEC3G (human) deaminase inhibition; recombinant A3G, ssDNA deamination FAM/TAMRA fluorescence; inhibition, % at 20 µM; 330,000 compounds, 0.28% hits; AID 493012;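 active = inhibition of at least 40% at 20 µM, with no more than 30% in the related APOBEC3A deaminase screen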;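 also: plate controls were DMSO wells with A3G for no effect and wells lacking A3G enzyme for full effect; some compounds called inactive have numbers as strong as hits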
# Target sequence (Q9HC16 whole entry, looked up): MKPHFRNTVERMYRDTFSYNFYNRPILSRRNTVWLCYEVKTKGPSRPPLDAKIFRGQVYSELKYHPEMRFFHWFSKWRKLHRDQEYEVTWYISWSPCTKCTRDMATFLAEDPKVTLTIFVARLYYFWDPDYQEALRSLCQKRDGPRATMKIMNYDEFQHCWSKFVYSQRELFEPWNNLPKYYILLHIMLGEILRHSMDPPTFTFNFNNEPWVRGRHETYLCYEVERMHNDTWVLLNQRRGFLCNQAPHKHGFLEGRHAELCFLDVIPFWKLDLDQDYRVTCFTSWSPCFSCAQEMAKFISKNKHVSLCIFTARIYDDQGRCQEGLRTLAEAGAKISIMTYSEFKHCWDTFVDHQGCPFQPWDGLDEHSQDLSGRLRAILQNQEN
# tim10-1 inh: tim10-1 yeast growth inhibition. S. cerevisiae tim10-1 ts strain growth, BacTiter-Glo, 24 h. inhibition, % at 20 µM. 330,000 compounds, 2.2% hits;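 active = inhibition of at least 40%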;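 also: mutant grown at 25 °C; 0% = DMSO wells with yeast and 100% = wells holding no yeast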
# mIAP activ: increases mouse intestinal alkaline phosphatase activity; muIAP, CDP-Star luminescence, 30 min; hits give high values; 1 = vehicle-only enzyme signal, 0 = enzyme-free wells; activation factor at 10 µM; 330,000 compounds, 0.24% hits;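 active = activation factor of at least 2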; also: the source names both 10 and 20 µM as test concentration; values of inactives mirror those of a sister screen read the other way
#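 System: Mouse IAP enzyme | Also added: CDP-Star substrate | Dosing: Compounds dispensed in DMSO | Schedule: 30 min enzyme-substrate-compound incubation at room temperature | Technique: Chemiluminescence readout | Control set: DMSO-only wells and no-enzyme negative control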
# * = called active by the depositor.
SMILES,NALP3 yeast inh,hIAP block,beta cell repl,mIAP inh,APOBEC3A inh,TIM10 inh,A3G deaminase,tim10-1 inh,mIAP activ
CC1Cc2ccccc2N1CC(=O)Nc1ccc2c(c1)OCCCO2 (stereo not drawn),16,7,-1,-17,-7,4,-4,9,1.2
Cc1ccc(-c2nc(CS(=O)CC(=O)NCCN3CCCCC3C)c(C)o2)cc1 (stereo not drawn),-6,-8,6,4,-6,-8,-7,19,0.96
Cc1nc(=S)c2c([nH]1)-c1ccccc1CC21CCCCC1,7,-18,-7,8,-1,20,-3,23,0.93
O=C(O)CCn1c(-c2ccccc2)cc2c1CCCC2=O,11,12,-5,1,2,-14,-1,-1,0.99
CC(C)COc1cccc(C(=O)NC2(C)CCS(=O)(=O)C2)c1 (stereo not drawn),13,-8,-4,4,-1,-4,-1,-10,0.96
CCn1c(C)nc2cc(C(=O)N/N=C/c3cccc(O)c3O)ccc21,12,-160,-4,9,0,-2,-4,13,0.91
CCCCN(CC)C(=O)CSc1nc2n[nH]c(C)c2c(=N)n1-c1cccc(C)c1,8,-64,-3,-5,-2,23,-5,31,1
CCCNCc1cc(Cl)c(OCC)c(Cl)c1,6,8,-1,4,-4,-5,-5,4,0.96
Cc1cc(Cl)cc2c(N=Nc3ccccc3C(=O)O)c(O)[nH]c12,16,9,-2,6,2,-5,1,27,0.94
CCc1ccc(CC2(O)CC(C)N(C)CC2C)cc1 (stereo not drawn),22,4,-1,-5,9,-8,6,7,1.1
COc1ccc(Br)cc1CN(C)C(=O)c1ccncc1,2,-25,1,-3,-1,-5,-4,-1,1
CC(C)(C)c1ccc(-c2nc3c(C#N)c(-c4ccc5c(c4)OCO5)ccn3n2)cc1,-3,-37,-3,-1,-3,-1,-4,6,1
CC(C)N1CCC(=NNC(=O)c2ccccc2[N+](=O)[O-])CC1,-4,11,0,-2,-1,8,-1,3,1
Cc1ccc(NC(=O)c2cc(C)nc3ccccc23)c(C)c1,14,-1,2,-2,-2,-11,-7,-10,1
O=C1N[C@@H](c2ccccc2)COC(=O)[C@H](Cc2ccc(F)cc2)CC/C=C/C[C@@H]1CC(=O)N(CCO)Cc1ccccc1,20,4,-5,1,-1,11,-8,5,0.99
CCOc1ccccc1-c1noc(CCC(=O)Nc2cccnc2)n1,8,5,2,-5,-4,-7,-8,-7,1.1
O/N=C/c1ccc(OCc2ccccc2)c(Cl)c1,27,-15,-1,-8,0,-33,0,-4,1.1
CN(CC(=O)Nc1ccc(Cl)cc1)Cc1cc(=O)n2ccsc2n1,16,-6,1,5,-1,7,-6,8,0.95
CC(=O)Nc1ccc(NC(=O)/C=C/c2ccccc2)cc1,12,9,-1,0,0,16,-1,-2,1
CCc1ccc(OC)c(S(=O)(=O)N2CCN(C(=O)c3ccco3)CC2)c1,16,4,-3,-6,0,-1,-6,7,1.1
CCOC(=O)N1CCC(NC(=O)C(Cc2ccccc2)NC(=O)c2ccco2)CC1 (stereo not drawn),5,11,-2,2,-5,-2,-4,6,0.98
CC(C)(C)C(=O)Nc1cc(S(=O)(=O)Nc2ccc(Cl)cc2)ccc1Cl,14,1,0,5,-2,28,-9,27,0.95
CCN(CC)S(=O)(=O)c1cccc(NC(=S)NC(=O)/C=C/c2ccc(S(=O)(=O)N3CCOCC3)cc2)c1,13,2,-1,6,0,-1,2,11,0.94
O=C1NC(=Nc2ccccc2Cl)S/C1=C\c1cccc([N+](=O)[O-])c1,18,-10,-5,8,-3,36,-2,17,0.92
Cc1cc(C)c(C#N)c(SCC(=O)Nc2ccc(S(=O)(=O)Nc3ncccn3)cc2)n1,11,-7,-4,1,3,-6,-1,0,0.99

# Part of the list above, with two lines to a compound:
# The line under a structure holds: NALP3 yeast inh, hIAP block, beta cell repl, mIAP inh, APOBEC3A inh, TIM10 inh, A3G deaminase, tim10-1 inh, mIAP activ
> CCCCN(CC)C(=O)CSc1nc2n[nH]c(C)c2c(=N)n1-c1cccc(C)c1
 : 8, -64, -3, -5, -2, 23, -5, 31, 1
> CCCNCc1cc(Cl)c(OCC)c(Cl)c1
 : 6, 8, -1, 4, -4, -5, -5, 4, 0.96

# (continued)
SMILES,NALP3 yeast inh,hIAP block,beta cell repl,mIAP inh,APOBEC3A inh,TIM10 inh,A3G deaminase,tim10-1 inh,mIAP activ
COc1ccccc1CNC(=O)[C@H](C)NC(=O)C1CCN(C(=O)[C@@H]2CCCN2C(=O)OC(C)(C)C)CC1,12,6,-3,1,0,-2,-8,10,0.99
Cc1ccc(N2C(=O)CS/C2=N\C(=S)Nc2ccccc2)cc1,14,-23,-1,-2,-9,-8,-2,9,1
O=C(CSc1ccsc1[N+](=O)[O-])N1CCCCCC1,21,18,-1,4,2,4,9,21,0.96
Cc1ccc(NCC(=O)Nc2ccc(Br)cc2)cc1C,12,-6,-3,-27,-2,5,-3,-1,1.3
COc1ccc(C(CNS(=O)(=O)c2ccc(F)cc2)N2CCN(C)CC2)cc1 (stereo not drawn),8,10,-3,8,0,5,0,6,0.92
COc1cccc(C2(O)CCN(C(=O)Cc3cccnc3)CC2)c1,13,19,3,5,-3,-5,-6,5,0.95
Nc1nnc(C2CCCC2)s1,11,-22,0,-4,-3,-17,-7,-19,1
CCOC(=O)c1c(-c2ccc(F)cc2)csc1NC(=O)CCN1CCOCC1,22,1,-6,3,3,-23,-3,-67,0.97
COc1ccc(Br)cc1/C=C1\Oc2ccccc2NC1=O,-2,8,-3,-4,-5,6,-5,-22,1
O=C1CC(c2cccc(F)c2)SC(N(c2ccccc2)c2ccccc2)=N1 (stereo not drawn),7,20,-4,3,-1,20,-4,10,0.97
CC(C)CNS(=O)(=O)c1cc2c3c(c1)CC(=O)N3CCC2,-2,13,-5,-7,2,10,3,6,1.1
O=C(COC(=O)c1cccc(C(F)(F)F)c1)NCc1ccccc1,30,-12,0,-9,-4,-6,-9,-4,1.1
O=C(CN1CCN(C(=O)c2ccco2)CC1)Nc1ccc2c(c1)OCCO2,2,-12,-2,4,-2,-16,1,-2,0.96
CC(Nc1ccccc1)c1ccncc1 (stereo not drawn),-2,-2,-4,2,-4,0,-9,2,0.98
COc1ccc(NC(=O)CSc2ccc(-c3cccnc3)nn2)cc1,14,2,0,6,1,3,-4,-9,0.94
Cc1cccc(OCCCCc2c(C)n[nH]c2C)c1C,0,-25,-6,11,-8,34,-8,35,0.89
CCn1c(NCc2ccco2)nc2ccccc21,-2,-7,-4,-6,-5,-4,-8,16,1.1
CN(CC(=O)Nc1cccc(C(F)(F)F)c1)Cc1ccccc1,15,-4,-1,-14,3,-1,4,14,1.1
CSc1ncc(F)c(N(CCO)CCO)n1,14,-4,1,14,0,0,3,11,0.86
Cc1cccc(NCc2ccc(Br)cc2)n1,26,5,-1,0,-3,10,-7,4,1
Cc1cc(=O)oc(C)c1C(=O)Nc1cccc2nonc12,8,0,-2,1,7,0,2,-5,0.99
CCOC(=O)c1cnc(SCC(=O)Nc2ccc(NC(=O)CC)c(OC)c2)nc1N,4,14,-1,5,-1,-5,-3,4,0.95
CC(=O)c1cccc(N2C(=O)C3C4CCC(C4=C(C)C)C3C2=O)c1 (stereo not drawn),15,-14,-1,5,1,5,1,26,0.95
CC1CC(=O)Nc2ccccc2N1C(=O)CSc1ncnc2sccc12 (stereo not drawn),10,5,-1,-2,2,-10,-4,-11,1
COc1c(C)cc(Br)cc1C(=O)NCc1cccnc1,19,3,0,8,1,-4,-2,8,0.93

# New compounds follow:
SMILES,NALP3 yeast inh,hIAP block,beta cell repl,mIAP inh,APOBEC3A inh,TIM10 inh,A3G deaminase,tim10-1 inh,mIAP activ
CCN1CCN(S(=O)(=O)c2ccc(Cl)c(C(=O)NC3CCC(C)CC3)c2)CC1 (stereo not drawn),1,14,-3,9,0,0,-7,1,0.91
COCCNC(=O)C(c1ccco1)N(C(=O)Cn1nnc2ccccc21)c1ccc(C)cc1C (stereo not drawn),0,4,0,-4,-5,16,-7,16,1
COC(=O)c1ccccc1NC(=O)NC1CCC(C)CC1 (stereo not drawn),5,13,3,1,-2,30,-3,31,0.99
Cc1cccc(N(C)C(=O)CN2C(=O)COc3ccc(S(=O)(=O)N4CCCCCC4)cc32)c1,-2,-24,0,-2,0,21,-2,25,1
CC1(C)CCCC2=C1CC1C(=O)N(N)C(=O)C1C2 (stereo not drawn),18,-6,3,-1,0,4,-1,1,1
CCN(Cc1ccccc1)S(=O)(=O)c1cc(C(=O)NCCCN(C)C)ccc1OC,5,-13,-1,-16,-8,17,12,-1,1.2
Cn1c(=O)c2[nH]c(N3CCN(c4ccccc4)CC3)nc2n(C)c1=O,10,6,5,-4,0,5,-11,-13,1
COc1ccc(-c2c(C#Cc3ccsc3)c3cc(-c4ccc(OC)nc4)ccc3n2C)cc1,7,13,-3,0,-5,3,-8,7,1
O=C(CCOc1ccccc1)Nc1ccccc1,29,-3,0,1,-3,2,-3,3,0.99
O=S(=O)(Nc1cc(S(=O)(=O)N2CCCC2)ccc1O)c1ccc(Cl)s1,2,-42,1,10,-1,2,-5,-3,0.9
COc1ccc(/C=C2\SC(N)=NC2=O)cc1Cl,8,-22,-5,1,1,-1,-3,-41,0.99
CC1CCC(NC(=O)C2(C)CCC(=O)N2Cc2cccnc2)CC1 (stereo not drawn),-5,8,1,-2,-4,-15,-10,-7,1
O=C(Nc1ccc(Cl)cc1F)C1CCN(S(=O)(=O)c2cccc3nonc23)CC1,20,4,-1,4,-4,-14,-9,-10,0.96
C=CCn1c(SCC(=O)Nc2cc(C)cc(C)c2)nnc1-c1cnccn1,6,1,4,1,1,-3,-6,5,0.99
CC1CCCCN1C(=O)COC(=O)CNC(=O)c1sc2ccccc2c1Cl (stereo not drawn),9,0,-3,7,-3,4,-12,21,0.93
CC(NCC(O)COCCC12CC3CC(CC(C3)C1)C2)c1ccccc1 (stereo not drawn),16,-4,-6,6,-2,27,-5,-2,0.94
CC1CCCN(C(=O)CSc2nnc(-c3ccco3)n2C)C1 (stereo not drawn),12,1,0,0,-1,7,-4,-12,1
CC(=O)N(CCC(Cc1ccccc1)c1ccco1)Cc1ccco1 (stereo not drawn),-2,14,-4,0,2,13,-2,8,1
Oc1c(Br)cc(Br)cc1/C=N/NC(=S)N[C@H]1CC2C=CC1C2 (stereo partly drawn),13,-47,-4,15,-5,46*,0,30,0.85
CCN1C(=O)C(=Cc2cccc(OC)c2Oc2ccc([N+](=O)[O-])cc2[N+](=O)[O-])SC1=S,15,25,-6,16,0,44*,-4,25,0.84
CCOc1ccc(S(=O)(=O)NCCC(=O)NCC(c2ccc(OC)cc2)N2CCCCC2)cc1 (stereo not drawn),16,13,3,8,-5,3,-8,-4,0.92
CCOC(=O)c1c(C)oc2c(CN3CCN(C)CC3)c(Br)c(OC)c(O)c12,9,5,-4,3,-2,5,-6,12,0.97
CC(=O)Oc1ccc(C(=O)NCc2ccco2)cc1,16,-1,2,-5,-3,-3,-10,0,1
C/C(=N\NC(=O)c1cccc(Cl)c1)c1cccc(NC(=O)C(C)C)c1,-1,0,0,9,1,8,2,14,0.91

# Pulled by compound from above:
SMILES,NALP3 yeast inh,hIAP block,beta cell repl,mIAP inh,APOBEC3A inh,TIM10 inh,A3G deaminase,tim10-1 inh,mIAP activ
COc1ccc(/C=C2\SC(N)=NC2=O)cc1Cl,8,-22,-5,1,1,-1,-3,-41,0.99
COc1ccc(-c2c(C#Cc3ccsc3)c3cc(-c4ccc(OC)nc4)ccc3n2C)cc1,7,13,-3,0,-5,3,-8,7,1
COCCNC(=O)C(c1ccco1)N(C(=O)Cn1nnc2ccccc21)c1ccc(C)cc1C (stereo not drawn),0,4,0,-4,-5,16,-7,16,1
CC1CCC(NC(=O)C2(C)CCC(=O)N2Cc2cccnc2)CC1 (stereo not drawn),-5,8,1,-2,-4,-15,-10,-7,1
